Screening data from PubChem.
FBW7 activator = activators of human E3 ligase FBW7 | Q969H0 | normalized activity (activation), % at 26.1 µM | AID 1259310 | AlphaScreen FBW7–phospho-cyclin E peptide binding, activator screen | hit rate 0.13% among 650,000; in the data active = normalized activity above about 1.9%;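 also: purified mutant Fbw7 with reduced substrate affinity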
MITF inh = human MITF inhibition, primary screen; AID 1259374; hit rate 0.91% among 650,000; O75030; inhibition, % at 2.6 µM; AlphaScreen MITF homodimerization, bead proximity signal; in the data active = inhibition above about 50%;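 also: 0% = vehicle wells with protein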
Target sequence (O75030 whole entry, looked up): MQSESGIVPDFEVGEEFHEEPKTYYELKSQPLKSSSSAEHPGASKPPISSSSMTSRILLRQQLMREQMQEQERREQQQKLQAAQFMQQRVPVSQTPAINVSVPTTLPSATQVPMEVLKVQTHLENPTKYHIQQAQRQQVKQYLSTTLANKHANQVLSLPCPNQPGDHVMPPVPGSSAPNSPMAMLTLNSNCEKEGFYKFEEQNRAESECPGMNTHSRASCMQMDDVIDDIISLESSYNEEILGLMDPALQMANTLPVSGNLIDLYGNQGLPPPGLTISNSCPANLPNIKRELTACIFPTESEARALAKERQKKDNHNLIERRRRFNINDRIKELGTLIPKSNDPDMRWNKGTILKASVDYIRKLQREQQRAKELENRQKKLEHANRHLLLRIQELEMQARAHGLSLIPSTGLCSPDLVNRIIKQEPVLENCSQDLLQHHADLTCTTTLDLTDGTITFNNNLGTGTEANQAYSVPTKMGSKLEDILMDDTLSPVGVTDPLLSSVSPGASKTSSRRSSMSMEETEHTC
GPR151 ag = human GPR151 activation | activation, % at 11.2 µM | hit rate 1% among 650,000 | PathHunter beta-arrestin GPR151 cells, luminescence | Q8TDV0; in the data active = activation above about 4.9%;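 also: 0% = median of compound wells and 100% = cells with positive control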
Target sequence (Q8TDV0 whole entry, looked up): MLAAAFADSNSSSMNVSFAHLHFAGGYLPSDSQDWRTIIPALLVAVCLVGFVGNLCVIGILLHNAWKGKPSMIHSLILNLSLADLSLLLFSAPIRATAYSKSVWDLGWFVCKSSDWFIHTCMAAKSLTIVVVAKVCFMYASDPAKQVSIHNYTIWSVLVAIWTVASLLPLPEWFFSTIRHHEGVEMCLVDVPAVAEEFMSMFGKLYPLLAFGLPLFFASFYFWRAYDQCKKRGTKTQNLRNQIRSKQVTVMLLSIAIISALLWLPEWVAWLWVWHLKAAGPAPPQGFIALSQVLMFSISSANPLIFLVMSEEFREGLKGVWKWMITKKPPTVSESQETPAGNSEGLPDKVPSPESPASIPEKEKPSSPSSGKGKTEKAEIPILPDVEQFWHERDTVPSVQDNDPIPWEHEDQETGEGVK
TEAD-YAP block = TEAD-YAP interaction inhibition; hit rate 1.4% among 640,000; AID 1259422; inhibition, % at 9.12 µM; HEK-TIYL cells, TEAD-Gal4/YAP UAS-luciferase luminescence; in the data active = inhibition above about 32%;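 also: 0% = median of test compound wells and 100% = reference inhibitor wells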
Starred values were filed as active, the others as inactive.

Screening C/C(=N\NC(=S)Nc1ccc(C)cc1)c1cccc(N)c1 returned FBW7 activator -0.7, MITF inh 13, GPR151 ag -0.5 and TEAD-YAP block -12.
For Cc1[nH]n(-c2ccccc2)c(=O)c1C=O the results were FBW7 activator 0.0, MITF inh 3, GPR151 ag -0.5 and TEAD-YAP block 2.
For COC(=O)C1CCN(C(=O)c2ccc(Cl)c([N+](=O)[O-])c2)CC1 the results were FBW7 activator -0.2, MITF inh -12, GPR151 ag 0.3 and TEAD-YAP block 2.
Screening CN(C)c1ccc(NC(=O)C(=O)NCCO)cc1 returned FBW7 activator 0.4, MITF inh 9, GPR151 ag -1.4 and TEAD-YAP block -12.
CC1=C(C(=O)OCc2ccccc2)C(c2ccccc2[N+](=O)[O-])N2C(=O)CCSC2=N1 (stereo not given) was read as FBW7 activator -0.1, MITF inh 12, GPR151 ag -0.3 and TEAD-YAP block 0.
CC1CCN(S(=O)(=O)c2ccc3c(c2)C(C)(C)C(=O)N3C)CC1 was read as FBW7 activator -0.1, MITF inh 8, GPR151 ag -0.6 and TEAD-YAP block 8.
Screening CC1CCCC(NS(=O)(=O)c2cccc3nsnc23)C1C (stereo not given) returned FBW7 activator -0.2, MITF inh 8, GPR151 ag 0.1 and TEAD-YAP block -4.
For Cc1ccc2c(c1)c1nnc(SCC(=O)N3CCCC3)nc1n2C the results were FBW7 activator 0.0, MITF inh -6, GPR151 ag 0.9 and TEAD-YAP block -4.
`O=C(Nc1ccccc1I)c1ccc(CO)cc1` gave FBW7 activator 0.3, MITF inh 16, GPR151 ag 2.8 and TEAD-YAP block -8.
For O=C1CCCN1c1ccc(NS(=O)(=O)CCc2ccccc2)cc1 the results were FBW7 activator -0.1, MITF inh -4, GPR151 ag 0.1 and TEAD-YAP block -16.
Screening O=C(O)Cn1cc(C=C2C(=O)NC(=S)NC2=O)c2ccccc21 returned FBW7 activator 0.2, MITF inh 15, GPR151 ag -0.5 and TEAD-YAP block 5.
Screening CN1CCN(C(CC(=O)c2ccc(C(C)(C)C)cc2)C(=O)O)CC1 (stereo not given) returned FBW7 activator 0.2, MITF inh 27, GPR151 ag -2.2 and TEAD-YAP block 9.
For Cc1ccccc1OCCn1c(SCc2nc3ccccc3[nH]2)nc2ccccc21 the results were FBW7 activator 0.3, MITF inh 11, GPR151 ag -2.8 and TEAD-YAP block -1.
COC(=O)C1=C(C)N(C)C(=O)NC1c1cc(Br)cc(OC)c1OC (stereo not given) was read as FBW7 activator -0.3, MITF inh -1, GPR151 ag -0.3 and TEAD-YAP block 1.
`c1ccc2c(c1)[nH]c1c(N3CCOCC3)ncnc12` gave FBW7 activator -0.1, MITF inh -9, GPR151 ag -0.5 and TEAD-YAP block -8.
`O=C(Nc1ccc(Cl)cn1)c1ccccc1I` gave FBW7 activator -0.1, MITF inh -4, GPR151 ag -2.1 and TEAD-YAP block -61.
`O=C1CC(N2CCN(c3ccccc3)CC2)C(=O)N1Cc1ccc(Cl)cc1` (stereo not given) gave FBW7 activator -0.2, MITF inh -7, GPR151 ag 0.9 and TEAD-YAP block -5.
Screening Cc1c(CCNS(=O)(=O)c2ccccc2)sc2nc(-c3ccc(Cl)cc3)nn12 returned FBW7 activator 1.0, MITF inh 8, GPR151 ag 0.3 and TEAD-YAP block 9.
Screening O=C(N/N=C1\C[C@@H](O)[C@@H](O)[C@@H]2[C@@H]3C(=O)N(C4CCCCC4)C(=O)[C@@H]3CC[C@H]12)OCc1ccccc1 returned FBW7 activator 0.5, MITF inh 18 and GPR151 ag 0.4.
Screening COc1cccc(CN2CCNC(=O)C2CC(=O)NCc2cnn(-c3ccccc3C)c2)c1 (stereo not given) returned FBW7 activator -0.1, MITF inh 0, GPR151 ag -1.2 and TEAD-YAP block 10.
For COC(=O)c1cc(NC(=O)C2CC=CCC2C(=O)O)cc(C(=O)OC)c1 (stereo not given) the results were FBW7 activator -0.1, MITF inh -2, GPR151 ag -0.1 and TEAD-YAP block 5.
CCOC(=O)c1nc(N2CCN(C(=O)OCC)CC2)c2c3c(sc2n1)CCCC3 was read as FBW7 activator -0.1, MITF inh 6, GPR151 ag 0.4 and TEAD-YAP block 12.
For CCN1CCN(S(=O)(=O)c2cccc3nsnc23)CC1 the results were FBW7 activator 0.0, MITF inh 3, GPR151 ag -0.8 and TEAD-YAP block -3.
COc1ccccc1-c1csc(NC(=O)c2ccccc2Br)n1 was read as FBW7 activator 0.0, MITF inh 8, GPR151 ag 0.2 and TEAD-YAP block -6.
`COc1cc(CNc2cccc(F)c2)c([N+](=O)[O-])cc1OC` gave FBW7 activator -0.1, MITF inh 5, GPR151 ag -0.5 and TEAD-YAP block -15.
C=CCNC(=O)N1CCc2nc(-c3ccccc3)c3c(c2C1)CO[C@@H](C)C3 was read as FBW7 activator -0.1, MITF inh 15 and GPR151 ag 1.2.
For CCCN(CC1CCCO1)C(=O)CC1(c2ccccc2F)CC(=O)N(C2CCCC2)C1=O (stereo not given) the results were FBW7 activator 0.5, MITF inh 23, GPR151 ag -0.6 and TEAD-YAP block -3.
`C/C(CC(=O)NC12CC3CC(CC(C3)C1)C2)=N\NC(=O)Cc1cccs1` gave FBW7 activator 0.6, MITF inh 11, GPR151 ag 1.2 and TEAD-YAP block -4.
Cc1c(O)ccc2c(=O)c(Oc3ccccc3)coc12 was read as FBW7 activator 0.2, MITF inh -19, GPR151 ag -0.7 and TEAD-YAP block 0.
For Cc1ccc(NC(=O)/C=N/C(=O)Nc2ccc(C)cc2)cc1 the results were FBW7 activator 0.2, MITF inh 8, GPR151 ag -0.6 and TEAD-YAP block -66.
Screening C=C(C)CSC1=C(C#N)C(c2ccsc2)CC(=O)N1 (stereo not given) returned FBW7 activator 0.6, MITF inh 11, GPR151 ag -0.8 and TEAD-YAP block 2.
For C/C(=N\NC(=O)Nc1ccccc1)c1ccc(O)cc1 the results were FBW7 activator 0.2, MITF inh 14, GPR151 ag 2.4 and TEAD-YAP block -22.
`COc1ccc(CNc2nc(SCc3cc(=O)n4ccccc4n3)nc3ccccc23)cc1` gave FBW7 activator -0.1, MITF inh 8, GPR151 ag 2.0 and TEAD-YAP block 3.
CCOc1ccccc1NC(=O)N1CCC(Cn2c(C)nc3ccccc32)CC1 was read as FBW7 activator -0.1, MITF inh 41, GPR151 ag 0.3 and TEAD-YAP block -20.
Cc1cc(=O)[nH]c(NNC2=NCCCCC2)n1 was read as FBW7 activator 0.4, MITF inh 12, GPR151 ag -1.1 and TEAD-YAP block 2.
For O=C(NCC1(c2ccccc2)CCCC1)c1cccc([N+](=O)[O-])c1 the results were FBW7 activator -0.1, MITF inh -2, GPR151 ag 0.3 and TEAD-YAP block -2.
Screening Cc1cccc(NC(=O)CN(C)CC(=O)Nc2c(C)n(C)n(-c3ccccc3)c2=O)c1C returned FBW7 activator -0.1, MITF inh 12, GPR151 ag 0.0 and TEAD-YAP block 2.
For CC1CCN(S(=O)(=O)c2ccc3c(c2)C(Cl)(Cl)C(=O)N3)CC1 the results were FBW7 activator 0.1, MITF inh -1, GPR151 ag 0.1 and TEAD-YAP block 5.
CCC(=O)Nc1ccc(Oc2ccc3c(c2)C(=O)NC3=O)cc1 was read as FBW7 activator 0.0, MITF inh -13, GPR151 ag 0.8 and TEAD-YAP block -2.
`O=C(CCc1ccc2c(c1)OCO2)N1CCC2(CC1)CC2C(=O)N1CCc2ccccc2C1` (stereo not given) gave FBW7 activator 0.4, MITF inh 2, GPR151 ag -0.9 and TEAD-YAP block -7.
Screening COc1ccc(-c2nc(SCC(=O)c3ccc(F)cc3)n[nH]2)cc1 returned FBW7 activator 0.3, MITF inh 8, GPR151 ag -2.2 and TEAD-YAP block 10.
For CCOC(=O)C1CCN(C(=O)COc2cc(C)ccc2C)CC1 the results were FBW7 activator -0.1, MITF inh -9, GPR151 ag 2.2 and TEAD-YAP block 4.
For Cc1ccc(Cl)cc1NS(=O)(=O)c1c[nH]c2ccc([N+](=O)[O-])cc12 the results were FBW7 activator -0.3, MITF inh -3, GPR151 ag 0.0 and TEAD-YAP block -11.
`Cc1cc([N+](=O)[O-])ccc1-c1ccc(-c2nc3sc4c(c3c(=O)[nH]2)CCCC4)o1` gave FBW7 activator 0.2, MITF inh 16, GPR151 ag -0.8 and TEAD-YAP block -1.
Screening O=C(Nc1ccc(S(=O)(=O)Nc2nccs2)cc1)c1cccc([N+](=O)[O-])c1 returned FBW7 activator -0.1, MITF inh 12, GPR151 ag 0.5 and TEAD-YAP block -1.
Screening CCOC(=O)C1CCN(C(=O)c2cc(OC)c(OC)cc2OC)CC1 returned FBW7 activator -0.2, MITF inh -6, GPR151 ag -0.9 and TEAD-YAP block -1.
Screening C=CCN(c1ccc(C(=O)Nc2cccc(Br)c2)cc1)S(C)(=O)=O returned FBW7 activator 0.0, MITF inh -1, GPR151 ag 1.7 and TEAD-YAP block 5.
CC(C)OCCCNC(=O)c1cc(-c2ccccc2)nc2ccccc12 was read as FBW7 activator 0.7, MITF inh 17, GPR151 ag -1.0 and TEAD-YAP block 9.
`Cc1nc2cc(-c3cccs3)[nH]n2c(=O)c1C` gave FBW7 activator 0.2, MITF inh 14, GPR151 ag 0.2 and TEAD-YAP block -33.
CC1CCN(C(=O)c2nn(C34CC5CC(CC(C5)C3)C4)cc2[N+](=O)[O-])CC1 was read as FBW7 activator 1.0, MITF inh 17, GPR151 ag 0.0 and TEAD-YAP block -10.
Screening COc1ccc(-c2oc3ccccc3c(=O)c2OCC(N)=O)cc1 returned FBW7 activator -0.1, MITF inh -11, GPR151 ag 3.3 and TEAD-YAP block 0.
COc1cc(NC(=O)COc2ccc(Cl)cc2Cl)ccc1NC(=O)c1cc2ccccc2o1 was read as FBW7 activator -0.2, MITF inh -6, GPR151 ag -1.1 and TEAD-YAP block 2.
N#CC1=C(N)C(C#N)(C#N)C(c2ccccc2I)C2CCCC=C12 (stereo not given) was read as FBW7 activator 0.5, MITF inh 2, GPR151 ag -1.0 and TEAD-YAP block -3.
`CCN1CCc2c(C(=O)OC)c(OCCc3ccsc3)cc(=O)n2CC1` gave FBW7 activator 0.1, MITF inh 5, GPR151 ag 0.3 and TEAD-YAP block -4.
For O=C(CSc1nc(-c2ccccc2)cs1)NN1C(=O)NC2(CCCCC2)C1=O the results were FBW7 activator 0.1, MITF inh 9, GPR151 ag 0.2 and TEAD-YAP block -8.
For Cc1oc(-c2ccccc2F)nc1CSCC(=O)NCCN1CCCC1 the results were FBW7 activator 0.1, MITF inh 23, GPR151 ag -1.1 and TEAD-YAP block -5.
`Cc1c(C(=O)O)sc2ncn(CC(=O)N3CC(C)CC(C)C3)c(=O)c12` (stereo not given) gave FBW7 activator -0.1, MITF inh -6, GPR151 ag 1.5 and TEAD-YAP block -7.
Screening Cc1ccc(-n2c(-c3ccco3)n[nH]c2=S)cc1 returned FBW7 activator 0.0, MITF inh -3, GPR151 ag -0.9 and TEAD-YAP block 10.
`O=C(NC(=S)NCCCN1CCOCC1)c1ccc([N+](=O)[O-])cc1` gave FBW7 activator 0.1, MITF inh 4, GPR151 ag -0.4 and TEAD-YAP block -1.
`COC(=O)c1ccc(-n2c(C)cc(C(=O)COC(=O)c3ccc([N+](=O)[O-])s3)c2C)cc1` gave FBW7 activator -0.2, MITF inh 4, GPR151 ag 4.0 and TEAD-YAP block -8.

Of the compounds above, these have a Cl atom:
For COC(=O)C1CCN(C(=O)c2ccc(Cl)c([N+](=O)[O-])c2)CC1 the results were FBW7 activator -0.2, MITF inh -12, GPR151 ag 0.3 and TEAD-YAP block 2.
`O=C(Nc1ccc(Cl)cn1)c1ccccc1I` gave FBW7 activator -0.1, MITF inh -4, GPR151 ag -2.1 and TEAD-YAP block -61.
`O=C1CC(N2CCN(c3ccccc3)CC2)C(=O)N1Cc1ccc(Cl)cc1` (stereo not given) gave FBW7 activator -0.2, MITF inh -7, GPR151 ag 0.9 and TEAD-YAP block -5.
Screening Cc1c(CCNS(=O)(=O)c2ccccc2)sc2nc(-c3ccc(Cl)cc3)nn12 returned FBW7 activator 1.0, MITF inh 8, GPR151 ag 0.3 and TEAD-YAP block 9.
For CC1CCN(S(=O)(=O)c2ccc3c(c2)C(Cl)(Cl)C(=O)N3)CC1 the results were FBW7 activator 0.1, MITF inh -1, GPR151 ag 0.1 and TEAD-YAP block 5.
For Cc1ccc(Cl)cc1NS(=O)(=O)c1c[nH]c2ccc([N+](=O)[O-])cc12 the results were FBW7 activator -0.3, MITF inh -3, GPR151 ag 0.0 and TEAD-YAP block -11.
COc1cc(NC(=O)COc2ccc(Cl)cc2Cl)ccc1NC(=O)c1cc2ccccc2o1 was read as FBW7 activator -0.2, MITF inh -6, GPR151 ag -1.1 and TEAD-YAP block 2.

(further entries)
Screening NC(=O)c1c(NC(=O)c2cc3ccccc3oc2=O)sc2c1CCC2 returned FBW7 activator -0.1, MITF inh 6, GPR151 ag -0.5 and TEAD-YAP block -50.
For O=C(CC1Oc2ccccc2NC1=O)NCc1ccc2c(c1)OCO2 (stereo not given) the results were FBW7 activator 0.1, MITF inh 4, GPR151 ag 0.4 and TEAD-YAP block 3.
CC1=C(C(=O)OCCCc2ccccc2)C(c2ccc(F)c(Br)c2)CC(=O)N1 (stereo not given) was read as FBW7 activator 0.1, MITF inh 16, GPR151 ag 1.3 and TEAD-YAP block 13.
Cc1ccccc1C(=O)NC1CCN(S(=O)(=O)c2cccc(F)c2)CC1 was read as FBW7 activator 0.0, MITF inh 10, GPR151 ag 0.1 and TEAD-YAP block -5.
